Neddyl block = inhibitors of cullin neddylation, primary screen, biochemical, TR-FRET, uHTS, NAE and Ubc12; NEDD8-conjugating enzyme Ubc12 (Homo sapiens) + NEDD8-activating enzyme E1 regulatory …; calls only at 25 µM; 0.58% of 360,000 active; in the data active = inhibition above about 36%
FAS TE block = FAS thioesterase domain inhibitors, primary screen, biochemical, fluorescence intensity, uHTS; Fatty acid synthase (Homo sapiens), P49327; recombinant FAS-TE, OMFH fluorogenic substrate, fluorescence endpoint; inhibition, % at 15 µM; 0.67% of 360,000 active; AID 602261, 2012;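 active = compounds whose normalised, plate-corrected inhibition of enzyme fluorescence in the single-dose primary screen is 50% or more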;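 also: 0% = DMSO with enzyme and 100% = substrate without enzyme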
Rin1-Abl PPI inh = inhibitors of Rin1-Abl protein binding, primary screen, biochemical, TR-FRET; 0.4% of 360,000 active; AID 588664, 2011; Tyrosine-protein kinase ABL1 (Homo sapiens) + Ras and Rab interactor 1 (Homo sapiens), …; inhibition, % at 7.35 µM; in the data active = inhibition above about 5%, passing the limit was not always enough
CendR NRP1 mod = modulators of CendR peptide binding to NRP-1, primary screen, biochemical, fluorescence polarization, uHTS; Neuropilin-1 (Homo sapiens), O14786; FAM-RPARPAR peptide binding to NRP-1; inhibition, % at 25 µM; 0.85% of 360,000 active; AID 602438, 2012;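 active = inhibition or corrected inhibition above about 18%, plus a signal ratio from 0.5 to 1.5, limit read from the data, passing the limit was not always enough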; also: strong numbers were not always called active
SKN-1 inh = suppressors of acrylamide-induced Pgst-4::GFP reporter in worms, primary screen, SKN-1 inhibitor project, whole organism, uHTS, GFP/RFP fluorescence ratio, strain VP596 | inhibition, % at 21.8 µM | AID 624304, 2012 | C. elegans VP596 Pgst-4::GFP/RFP ratio, 24 h | 0.49% of 360,000 active;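 active = interference check ratio from 0.5 to 1.5 plus GFP to RFP signal ratio inhibition reaching or exceeding a fixed threshold, cut at about 30% in these data, passing the limit was not always enough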; also: some compounds called inactive have numbers as strong as hits
MT1-MMP act inh = blockers of MT1-MMP proenzyme processing, primary screen, HT1080 RFP-PRO-GFP cells, GFP/RFP fluorescence; Matrix metalloproteinase-14 (Homo sapiens), P50281; GFP/RFP ratio fluorescence, overnight; percent of plate control window, DMSO zero; GFP/RFP ratio change, % at 20 µM; 0.061% of 360,000 active; AID 651647, 2012;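 active = GFP/RFP ratio change of at least 30% with cell ATP level not reduced by more than half and red fluorescence within 50% of control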; also: strong numbers were not always called active
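Material: RFP-PRO-GFP reporter HT1080 cells. Dosing: single-point 20 µM compound, 1% DMSO. Controls: DMSO and RFP-L50D-GFP cell wells. Timing: cells overnight before dosing, compound overnight, 37 °C, 5% CO2. Measure: GFP/RFP fluorescence ratio.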
bovine MsrA act = bovine MsrA enzyme activators, primary screen, biochemical, absorbance, HTS; Methionine sulfoxide reductase A (Bos taurus); purified bovine MsrA, absorbance read-out; activation, % at 10.6 µM; 0.3% of 360,000 active; in the data active = activation above about 7.5%;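 also: 0% = vehicle and 100% = reference activator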
E coli Lon inh = inhibitors of E. coli Lon protease, primary screen, biochemical, fluorescence polarization | P0A9M0 | purified E. coli Lon protease | inhibition, % at 7.94 µM | 0.42% of 360,000 active | AID 602123, 2011; in the data active = inhibition above about 13%, passing the limit was not always enough;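 also: 0% = enzyme with probe and DMSO and 100% = no enzyme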
MLLE-PAM2 inh = inhibitors of PABP1 MLLE–PAM2 peptide binding, primary screen, biochemical, fluorescence polarization, FITC-PAM2, GST-MLLE; Polyadenylate-binding protein 1 (Homo sapiens), P11940; inhibition, % at 20 µM; 0.36% of 360,000 active; AID 588489, 2011; in the data active = inhibition above about 35%, passing the limit was not always enough;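 also: plate controls were DMSO wells with GST-MLLE for no effect and wells lacking GST-MLLE protein for full effect; some results filed as inactive read as strong as hits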
Target sequence (P11940 whole entry, looked up): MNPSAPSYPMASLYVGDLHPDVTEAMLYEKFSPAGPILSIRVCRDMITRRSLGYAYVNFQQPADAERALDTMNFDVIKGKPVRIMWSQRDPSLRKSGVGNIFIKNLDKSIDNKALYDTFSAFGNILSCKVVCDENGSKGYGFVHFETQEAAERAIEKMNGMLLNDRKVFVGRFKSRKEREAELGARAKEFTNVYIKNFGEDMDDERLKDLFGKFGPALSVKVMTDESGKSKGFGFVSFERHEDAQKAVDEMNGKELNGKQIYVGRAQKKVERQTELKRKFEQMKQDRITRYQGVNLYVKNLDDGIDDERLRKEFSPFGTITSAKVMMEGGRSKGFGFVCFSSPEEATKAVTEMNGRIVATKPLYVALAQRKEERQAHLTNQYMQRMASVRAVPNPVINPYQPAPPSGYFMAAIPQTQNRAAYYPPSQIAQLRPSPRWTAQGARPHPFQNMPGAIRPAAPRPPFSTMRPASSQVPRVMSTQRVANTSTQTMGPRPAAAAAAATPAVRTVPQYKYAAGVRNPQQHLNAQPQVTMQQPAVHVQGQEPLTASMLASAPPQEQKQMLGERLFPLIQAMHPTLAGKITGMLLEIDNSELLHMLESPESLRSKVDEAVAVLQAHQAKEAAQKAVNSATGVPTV
Active calls of the source: *; i = inactive; / = no result given; & = joins results of further samples.

Results follow in this order: bovine MsrA act	Rin1-Abl PPI inh	FAS TE block	CendR NRP1 mod	MLLE-PAM2 inh	MT1-MMP act inh	SKN-1 inh	E coli Lon inh	Neddyl block
CC1CC(C)CN(CC(O)COC2CC(C)CC(C)(C)C2)C1 (centres undefined)
    2.5	1.5	-3.3	6.2	-2.2	1.3	-5.0	-7.9	i
O=C(NNC1CC(=O)N(c2ccccc2)C1=O)c1ccco1 (centres undefined)
    -2.1	-2.9	-3.1	7.3	-3.3	-1.9	6.1	1.9	i
C=CCOc1ccc(Br)cc1/C=N/O
    6.7	-0.8	-0.2	-2.7	3.4	-1.5	3.9	-1.1	i
Cc1ccc(S(=O)(=O)NCCC(=O)NCC(c2ccco2)N2CCCCC2)cc1C (centres undefined)
    -3.1	2.8	-8.5	2.1	0.1	-1.8	3.1	-1.6	i
FC(F)(F)c1cccc(N2CCN(C(=S)NC3CCCCC3)CC2)c1
    -4.2	1.9	50.9*	-7.3	-133.5	-4.7	-8.0	-0.1	i
NS(=O)(=O)c1ccc(CCNC(=O)c2ccc[nH]c2=S)cc1
    0.7	-0.9	-0.7	-19.4	37.6	-0.1	-1.0	-3.9	i
COc1ccc(-c2cc(=O)oc(-c3cccc(C)c3)n2)cc1
    11.9*	-0.1	13.2	1.6	-31.7	2.2	-3.8	-13.8	i
Cc1onc(-c2ccccc2Cl)c1C(=O)N1CCC(C)CC1
    -0.4	-0.5	-7.6	1.3	9.3	2.7	18.4	8.4	i
Cc1cc(N2C(=O)C(O)=C(C(=O)c3cccs3)C2c2cccc(O)c2)no1 (centres undefined)
    3.0	-2.9	-11.1	13.6	11.7	1.0	-2.0	-1.7	i
OC(CN1CCOCC1)Cn1c2ccccc2c2ccccc21 (centres undefined)
    -0.5	1.3	-5.0	-6.3	-1.2	-0.5	7.7	5.1	i
COc1ccc(C)cc1NC(=O)Cc1csc(NC(=O)Nc2ccccc2OC)n1
    -3.7	0.1	17.5	-9.6	0.5	-4.7	8.3	0.9	i
COc1ccc(Nc2cc(C(=O)N3CCc4ccccc4C3)c3ccccc3n2)c(OC)c1
    -3.1	5.4	61.3*	10.3	7.1	-0.1	-1.5	-3.4	i
CCOc1ccc(-c2cc(N3C(=O)Nc4ccccc4N3O)on2)cc1
    -2.2	0.4	-6.0	1.5	6.2	5.2	3.2	-3.8	i
O=C(O)CCSc1nc2ccccc2n1Cc1ccccc1
    -1.8	1.9	-3.3	0.1	-59.2	0.9	3.0	-1.2	i
C/C(=N\Nc1nc(-c2ccccc2)cs1)c1cccs1
    -5.3	-0.1	19.5	-2.7	4.6	7.6	5.3	-7.2	i
CCOC(=O)N1CCN(C(=O)CN(C2CCCCC2)S(=O)(=O)c2c(C)cc(C)cc2C)CC1
    1.5	-0.4	7.6	-5.9	11.3	-16.9	5.7	-9.6	i
COCCNC(=O)COC(=O)C1=Cc2ccccc2OC1
    -4.4	-1.9	-4.1	2.9	-3.5	1.9	2.7	-2.3	i
Cc1cc(NC(=O)CSc2nnc(CNc3ccc(F)cc3)n2C2CCCCC2)no1
    -2.7	-3.5	1.1	-6.0	3.0	-4.0	16.6	-1.9	i
COc1cc(C(=O)c2ccc3c(c2)OCO3)cc(OC)c1OC
    -1.4	0.5	0.6	-6.8	-1.4	2.1	-0.7	-0.5	i
O=C(CCc1nc2sc3c(c2c(=O)[nH]1)CCCC3)N1CCN(c2ccccc2)CC1
    -1.6	3.5	2.4	-20.7	-20.0	-2.2	-9.9	-20.8	i
Cc1cccc(C(=O)N/N=C/c2ccc[nH]2)c1
    -7.0	-2.2	-11.9	-8.6	-2.4	6.5	7.6	-23.2	i
CCN(C(=O)COC(=O)c1cc(Cl)ccc1OC)c1c(N)n(Cc2ccccc2)c(=O)[nH]c1=O
    -0.9	8.7*	-1.0	-1.8	0.5	-2.7	5.3	-6.5	i
Cc1ccc(Cl)cc1NC(=O)CCN1C(=O)C2C3CCC(C3)C2C1=O (centres undefined)
    4.3	-2.7	-5.2	-3.2	3.9	-0.2	2.7	-4.7	i
CCN1CCc2c(sc3c2c(NCc2ccco2)nc2nnnn23)C1
    -2.6	-4.1	-10.4	-30.1	-16.8	-7.5	20.0	-1.7	/
CC(=O)Nc1ccc(NC(=O)c2ccc(-n3c(C)ccc3C)cc2)cc1
    -0.8	0.1	-5.5	-4.3	0.2	-3.6	9.9	4.6	i
CN1CCN(c2cnn(-c3ccccc3)c(=O)c2Br)CC1
    -0.3	2.7	0.4	14.4	7.7	-2.6	4.2	3.7	i
Cc1onc(C(=O)Nc2ccccc2C(F)(F)F)c1[N+](=O)[O-]
    -2.7	-2.5	-4.8	2.5	13.1	-0.5	-11.6	-5.4	i
Cc1ccc(C)c(-n2c(Cc3cccs3)n[nH]c2=S)c1
    1.4	-5.0	-4.7	14.0	5.0	1.4	-0.1	-0.1	i
O=C(CNCc1cccs1)Nc1ccc(OC(F)(F)F)cc1
    -1.9	0.6	2.0	2.6	11.4	3.8	5.9	11.6	i
COc1ccc2oc(=N)c(C(=O)Nc3ccc(Cl)cc3)cc2c1
    -0.7	2.2	-0.5	6.0	-19.6	-4.7	4.9	7.5	i
COC(=O)C1CCN(Cc2ccc(OCCCN3CCN(c4ccc([N+](=O)[O-])cc4)CC3)cc2)CC1
    1.8	-12.3	10.6	-2.0	4.3	5.9	8.6	2.8	i
CCC1(O)CC(c2ccccc2)=NN1C(=O)c1ccccc1F (centres undefined)
    -2.0	2.6	-6.5	4.0	9.7	1.4	-2.7	-3.4	i
COc1ccc(-n2c(CN3CCN(c4ccc(F)cc4)CC3)nc3ccc([N+](=O)[O-])cc3c2=O)c(OC)c1
    -1.9	-0.7	27.6	-4.7	-1.4	-1.3	6.6	-1.9	i
CCOC(=O)N1CCC(NC(=O)CS(=O)Cc2nc(-c3ccc(Cl)cc3)oc2C)CC1 (centres undefined)
    -1.0	-3.3	0.0	9.5	13.3	-5.4	4.7	-4.1	i
C[C@H]1CN([C@@H](C)CO)S(=O)(=O)c2ccc(Br)cc2O[C@H]1CN(C)C(=O)NC1CCCCC1
    -1.0	-0.1	-0.9	1.0	-0.3	-3.1	5.9	-3.3	i
CCOc1ccc(N2C(=O)CC(Sc3nc(C)cc(C)n3)C2=O)cc1 (centres undefined)
    -4.8	1.4	-9.8	13.9	5.6	1.5	-7.4	1.6	i
COCCNC(=O)C1(C)CCCN(Cc2cccc(OC(=O)c3ccccc3)c2)C1 (centres undefined)
    -1.5	0.0	-4.3	-2.6	9.1	-0.9	-7.8	0.1	i
Cc1cc(C)nc(SCC(=O)N/N=C/c2cccn2-c2ccc(O)cc2)n1
    -0.7	3.8	-2.7	4.5	-75.9	-0.2	-0.8	3.2	i
CCCc1cc(=O)[nH]c(SCC(=O)c2cc(C)n(-c3cc(C)on3)c2C)n1
    -2.1	1.3	-0.5	3.9	4.1	-0.7	-7.2	-3.6	i
COc1ccc(NC(=S)N(CCc2ccc(OC)c(OC)c2)Cc2ccccn2)cc1
    -3.0	-1.7	4.3	4.4	29.2	0.7	10.9	7.0	i
COc1ccc(/C(N)=N/OC(=O)c2cccs2)cc1
    -1.5	-1.3	-5.8	-1.4	7.8	-1.5	1.3	11.8	i
O=C(NCCc1c[nH]c2ccccc12)OC1CC2CC1[C@H]1CCCCN1C2=O (some centres undefined)
    -6.5	/	-3.5	7.0	/	-1.7	-3.9	5.6	i
O=C(c1nn(Cc2ccccc2)c(=O)c2ccccc12)N1CCN(c2ccccn2)CC1
    0.2	-2.4	6.7	9.4	-3.9	-3.4	4.9	-2.1	i
CN1CCN(c2ccccc2NC(=O)c2ccc([N+](=O)[O-])cc2Cl)CC1
    -0.2	3.9	5.1	-5.9	-5.4	-3.0	-0.6	0.0	i
CCCCN1C(=O)C(C(=O)OCC)CC2=C1CCCC2=O (centres undefined)
    0.8	-2.2	-6.5	3.1	1.2	5.1	-4.0	1.6	i
CC(Nc1nc(N2CCOCC2)nc2ccccc12)c1ccccc1 (centres undefined)
    1.7	0.3	1.9	3.0	-0.8	-3.4	5.6	18.1	/
Cc1ccc(SCCC(=O)OCC(=O)Nc2ccc(S(N)(=O)=O)cc2)cc1
    -3.7	-0.9	-2.8	0.7	-3.9	-6.6	-9.5	-6.5	i
CC1Cc2ccccc2N1C(=O)CCN1C(=O)C2C3C=CC(C3)C2C1=O (centres undefined)
    0.2	-4.4	-1.6	9.4	-7.2	2.3	-11.2	-5.9	i
O=P(O)(O)c1ccccc1OCc1ccccc1
    -4.7	0.5	-5.7	-2.0	11.0	1.4	-5.5	-3.5	i
COc1ccccc1OCC(O)CN1CCN(CC(=O)Nc2c(C)cccc2C)CC1 (centres undefined)
    -0.4&-7.0	2.1&-2.6	0.8&-8.1	0.7&-7.3	-6.3&5.2	2.2&4.8	9.5&-2.9	-5.5&-7.3	i
CN(Cc1ccco1)C(=O)C1CCN(c2nnc(-n3cccc3)s2)CC1
    -8.1	-2.1	-4.0	6.2	3.2	4.0	-14.0	-1.4	i
Cc1ccc(CNC(=O)COC(=O)COc2ccc(C#N)cc2)cc1
    -3.9	-0.6	-7.1	9.8	5.1	6.4	-1.8	-1.9	i
Cc1cc(C)c2c(=O)n(-c3ccccc3)[nH]c2n1
    0.3	-6.0	-4.4	8.7	-12.8	4.0	10.6	-7.2	i
O=C(O)C/C(=C\c1cccc(NC(=O)c2ccccc2Cl)c1)c1nc2ccccc2s1
    -4.2	0.7	6.2	-8.9	-11.7	-1.5	-3.2	-3.2	i
O=C(c1ccc(Cl)cc1)c1c[nH]cc1-c1ccccc1
    -1.1	1.5	-7.2	4.7	-3.2	2.7	2.5	-3.4	i
COc1cc(-c2cnc3c(NC=O)cc(-c4cccc(C(=O)NCCN(C)C)c4)cn23)cc(OC)c1OC
    -2.9	-12.1	-5.3	-16.4	-11.7	11.6	17.1	-10.6	i
COc1ccc(CCN(C(=O)c2snc(C(N)=O)c2N)C(C)C(=O)NC2CCCCC2)cc1OC (centres undefined)
    -2.5	1.4	-2.3	16.9	-6.9	2.5	-4.5	-12.9	i
CC(=O)N1CCN(S(=O)(=O)c2cccc(C(=O)NC3CCC(C)CC3)c2)CC1 (centres undefined)
    -9.2	-3.1	-6.6	-6.8	-7.1	4.8	-6.6	4.4	i

Ordered by the number under Rin1-Abl PPI inh (highest first): some entries from above.
Compound	Rin1-Abl PPI inh
COc1ccc(CCN(C(=O)c2snc(C(N)=O)c2N)C(C)C(=O)NC2CCCCC2)cc1OC (centres undefined)	1.4
CC(Nc1nc(N2CCOCC2)nc2ccccc12)c1ccccc1 (centres undefined)	0.3
COC(=O)C1CCN(Cc2ccc(OCCCN3CCN(c4ccc([N+](=O)[O-])cc4)CC3)cc2)CC1	-12.3
